High-throughput results (PubChem)
WRN inhibitor: qHTS for Inhibitors of WRN Helicase. AID 651768, 2012. 360,000 compounds, 0.46% hits. Bifunctional 3'-5' exonuclease/ATP-dependent helicase WRN (Homo sapiens), Q14191. Potency, µM (series often up to 114 µM), for the others: top-dose activity change, negative = inhibition, hits mostly inhibitors. WRN helicase unwinding, fluorescent forked duplex, kinetic; also: potency is read from the fitted curve at half-maximal effect; % is scaled to controls: 0 for no effect and ±100 for the full control effect; nearly all actives have a fitted effect of over 55% in size
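WRN at 20 nM final was preincubated with compound for 15 min at room temperature; reaction started with 100 nM forked duplex oligonucleotide carrying fluorophore and quencher plus 2 mM ATP (final). Unwinding followed kinetically by red fluorescence (ex 525/em 598 nm).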
PI5P4K alpha inh: qHTS for Inhibitors of phosphatidylinositol 5-phosphate 4-kinase (PI5P4K); 330,000 compounds, 1.2% hits; PI5P4Kalpha enzyme, ADP-Glo luminescence, 60 min; hits give low values; Phosphatidylinositol 5-phosphate 4-kinase type-2 alpha (Homo sapiens), P48426; max response, %; active = max response of -50% or lower; inconclusive = between -30% and -50%; inactive = -30% or higher; also: value at the top dose of about 77 µM; % is scaled to controls: 0 for no effect and ±100 for the full control effect
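qHTS, 1536-well: enzyme/substrate mix, compound by pin tool, 5 microM ATP final; RT 60 min; ADP-Glo reagents 1 (45 min) then 2 (30 min); luminescence.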
GLP1R inv ag: qHTS of GLP-1 Receptor Inverse Agonists (Inhibition Mode); Glucagon-like peptide 1 receptor (Homo sapiens), P43220; HEK293 GLP-1R CRE-luciferase, luminescence, 24 h; GLP-1R form is constitutively active; Potency, µM (titrated, usually from 38.3 µM), inactives show at the highest dose activity change, negative = inhibition, actives largely listed as inhibitors; 410,000 compounds, 1.6% hits; also: potency is read from the fitted curve at half-maximal effect; % is scaled to controls: 0 for no effect and ±100 for the full control effect; nearly all actives have a fitted effect of over 55% in size
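GLP-1R inverse agonism mode: basal reporter luminescence in engineered HEK293 cells measured after one day of compound exposure at 37 deg C, with a 12 min room-temperature detection step.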
D3 antag: qHTS of D3 Dopamine Receptor Antagonist: qHTS; D3R cells, DiscoveRx beta-arrestin luminescence, antagonist mode; hits give low values; max response, negative = inhibition, %; 360,000 compounds, 2.5% hits; in the data active = max response below about -50%; inconclusive = no clear call, values can overlap the other calls; also: % is scaled to controls: 0 for no effect and ±100 for the full control effect; mostly tested at two doses, the higher about 12 µM
Target sequence (P35462 whole entry, looked up): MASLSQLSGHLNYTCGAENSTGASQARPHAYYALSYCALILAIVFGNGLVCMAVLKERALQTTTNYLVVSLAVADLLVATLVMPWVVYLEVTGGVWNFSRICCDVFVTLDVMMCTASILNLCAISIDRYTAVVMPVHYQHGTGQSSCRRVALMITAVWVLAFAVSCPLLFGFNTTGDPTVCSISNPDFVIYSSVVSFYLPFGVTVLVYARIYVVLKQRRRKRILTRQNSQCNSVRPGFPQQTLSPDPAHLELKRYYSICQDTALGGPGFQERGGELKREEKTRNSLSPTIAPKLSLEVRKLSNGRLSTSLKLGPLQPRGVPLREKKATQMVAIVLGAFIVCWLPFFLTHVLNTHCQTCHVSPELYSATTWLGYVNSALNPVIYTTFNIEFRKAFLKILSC
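Cells plated overnight at 1500 cells/well, then exposed to library compounds with dopamine controls for 90 minutes at 37 degrees C. DiscoveRx reagent added for 30–60 minutes at room temperature; luminescence read, quantitative HTS format.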
GLP1R cytotox: qHTS of GLP-1 Receptor Inverse Agonists: Cytotox Screen | HEK293 cAMP-luciferase reporter cells, luminescence, 24 h | Potency, µM (highest dose often 38.3 µM), for inactives: top-dose activity change, negative = inhibition, hits mostly inhibitors | 410,000 compounds, 0.13% hits | AID 624418, 2012;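 also: loss of luciferase light is scored as toxicity; potency is read from the fitted curve at half-maximal effect; % is scaled to controls: 0 for no effect and ±100 for the full control effect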
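To flag toxic compounds, the library was rerun on cells for 24 hr at 37 deg C and 5% CO2. Viability-linked luminescence was captured 12 min after adding luciferase detection reagent.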
D3 ag: qHTS of D3 Dopamine Receptor Agonist: qHTS; D(3) dopamine receptor (Homo sapiens), P35462; D3R DiscoveRx beta-arrestin cells, luminescence, 90 min; max activation, %; 410,000 compounds, 0.58% hits; in the data active = max activation above about 30%; also: 0% is about no effect; mostly tested at two doses, the higher about 12 µM
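Agonist mode: compounds and dopamine controls were applied to plated cells for 90 min at 37 degrees C after an overnight attachment at 1500 cells/well. Luminescent read-out followed 30 - 60 minutes at room temperature with DiscoveRx detection reagent.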
GLP-1R agonist: qHTS of GLP-1 Receptor Agonists; HEK293 GLP-1R CRE-luciferase, luminescence, 4-6 h; cells express a hypersensitive GLP-1R form; Potency, µM (top dose mostly 45.6 µM), inactives show at the highest dose activation, most hits filed as activators; 380,000 compounds, 0.007% hits; AID 624172, 2012; also: potency is read from the fitted curve at half-maximal effect; % of control where 0% means no effect
PLK1 PBD block: qHTS for Inhibitors of PLK1-PDB (polo-like kinase 1 - polo-box domain): Primary Screen | Serine/threonine-protein kinase PLK1 (Homo sapiens), P53350 | Plk1 PBD binding of FITC phosphopeptide, fluorescence polarization | Potency, µM, without a hit: max response, negative = inhibition, usual class: inhibitors | 360,000 compounds, 2.8% hits | AID 720504, 2013; also: potency is read from the fitted curve at half-maximal effect; series mostly up to about 57 µM; % is scaled to controls: 0 for no effect and ±100 for the full control effect; nearly all actives have a fitted effect of over 65% in size
Target sequence (P53350 whole entry, looked up, the tested form may be a part): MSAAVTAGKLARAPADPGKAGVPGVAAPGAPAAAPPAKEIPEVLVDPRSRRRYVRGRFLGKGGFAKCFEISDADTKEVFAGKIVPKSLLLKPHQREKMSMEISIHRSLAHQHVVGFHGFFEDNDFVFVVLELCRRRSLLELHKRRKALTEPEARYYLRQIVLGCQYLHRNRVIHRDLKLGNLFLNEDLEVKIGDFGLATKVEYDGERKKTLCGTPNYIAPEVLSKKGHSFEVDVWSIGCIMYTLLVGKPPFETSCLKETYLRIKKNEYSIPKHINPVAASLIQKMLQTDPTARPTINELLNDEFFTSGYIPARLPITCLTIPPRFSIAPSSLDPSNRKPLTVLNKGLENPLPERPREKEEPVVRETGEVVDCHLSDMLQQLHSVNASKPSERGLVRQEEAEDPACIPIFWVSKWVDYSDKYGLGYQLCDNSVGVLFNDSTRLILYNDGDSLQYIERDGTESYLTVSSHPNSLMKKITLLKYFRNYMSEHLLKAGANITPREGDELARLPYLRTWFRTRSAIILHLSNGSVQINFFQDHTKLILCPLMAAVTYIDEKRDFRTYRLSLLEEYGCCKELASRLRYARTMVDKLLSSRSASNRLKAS
IL-2 act: qHTS of IL-2 Activators | IL-2 activation reporter assay, cell-based qHTS; stimulated with anti-CD3/CD4/CD28 beads; in transgenic mouse T cells | activation, % (series mostly up to about 46 µM) | 360,000 compounds, 0.065% hits | AID 652025, 2013; in the data active = activation above about 50%; inconclusive = mostly about 30% to 49%; also: 0% is about no effect
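Readout: EGFP and DsRed signals by fluorescent plate cytometry. Unstimulated transgenic mouse T cells received compound 60 min before antibody-bead stimulation, then incubated 18 h at 37 degrees C.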
Starred values were filed as active, the others as inactive; ? = inconclusive; / = no result given; & = joins results of further samples; [ ] = dose if it differs, or a comment. Unless noted, calls follow the shape of the dose curve; as a rule, active = well fitted curve in the direction sought with a large enough effect; inconclusive = small, poorly fitted or top-dose-only effect, or another doubt; inactive = no such curve, though single readings can be large; an effect the other way counts as inactive or inconclusive.

SMILES	WRN inhibitor	PI5P4K alpha inh	GLP1R inv ag	D3 antag	GLP1R cytotox	D3 ag	GLP-1R agonist	PLK1 PBD block	IL-2 act
COc1ccc(N=C2SC(CC(=O)Nc3cccc(Cl)c3)C(=O)N2Cc2ccco2)cc1 (stereo unspecified)	-23%	3	?	-5	-20%	3	0%	-5%	-3.4
CCOc1cc(/C=C2\CN(C)C/C(=C\c3ccc(O)c(OCC)c3)C2=O)ccc1O	3%[11.6 µM]	1	?	-52*	?	-12	-6%	-9%	-3.6
CCOc1ccc(/C=C/C(O)=C2/C(=O)NC3(C)CC2c2ccccc2O3)cc1OC (stereo unspecified)	-1%	4	?	35	0%	6	9%	5%	-5.1
Fc1ccc(C[n+]2csc3ccccc32)cc1	56µM*	-14	?	-21	-10%	-7	-3%	12µM*	-0.7
O=C(COC(=O)c1ccco1)NC1CCCC1	-9%	-4	3%	8	3%	-3	11%	-4%	-1.3
Cc1cc(C)c(S(=O)(=O)N2CCOC2CNC(=O)C(=O)NCCN2CCOCC2)c(C)c1 (stereo unspecified)	-36%	4	1%	0	11%	1	0%	-7%	1.2
COc1ccc(CCNC2=NCCS2)cc1OC	-31%	-15	1%	-19	1%	-4	-1%	-29%	1.4
CCOc1ccc(NC(=O)c2sc3nc4n(c(=O)c3c2C)CCC4)cc1	6%	1	22%&12%	-12	-7%&10%	-11&1	0%	-19%	-0.5
CCCC(C(=O)NC1=NCCS1)c1ccccc1 (stereo unspecified)	-15%	1	?	-16	-1%	-8	4%	1%	-0.2
COc1ccccc1C(=O)NC(C)c1nc2ccccc2[nH]1 (stereo unspecified)	2%	1	8%	?	-5%	-11	3%	-1%	0.6
CS(=O)(=O)c1ccc(Cl)c(NC(=O)c2ccc3ccccc3c2)c1	9%	-6	34%[activator]	16	-1%	-3	7%	2%	-0.8
CCN1C(=O)/C(=C\N(C)C)S/C1=N\S(=O)(=O)c1ccc(C)cc1	-4%	0	13%	13	14%	-2	1%	-5%	-1.2
CCN(C[C@H]1N[C@@](C)(C(=O)OC)[C@H]2C(=O)N(C)C(=O)[C@@H]12)S(=O)(=O)c1ccc(C)cc1	4%	5	11%	20	-1%	4	0%	-7%	-0.4
Cc1cccc(-n2ncc3c(NCc4cccs4)ncnc32)c1	-16%	/	0%	-21	-27%	3	10%	-2%	-1.4
O=C(Oc1ccc(/C=N/NC(=O)c2ccccn2)cc1)c1cccc(Br)c1	-3%	-12	7%	3	-9%	6	-4%	-4%	-2.7
CCn1c(CNc2cccc(Cl)c2)nnc1SCc1ccccc1	-10%	/	?	?	-24%	-3	-7%	-3%	-1.7
CC1(C)CC(=O)C2=C(C1)C(c1cn(-c3ccccc3)nc1-c1ccccc1)C(C#N)=C(N)O2 (stereo unspecified)	-9%	0	?	21	-28%	2	-13%	-25%	-2.7
O=C(c1cccc(F)c1F)N1CCCc2ccccc21	-9%	10	-23%	-13	4%	-7	0%	-2%	-0.6
COc1ccc(OC)c(C(c2nnnn2C2CCCC2)N2CCc3ccccc3C2)c1 (stereo unspecified)	-8%	16	?	0	-7%	0	1%	-3%	0.4
CN(Cc1nccs1)C(=O)C1CCC(=O)N(CCc2cccc(F)c2)C1 (stereo unspecified)	-29%	3	14%	-23	12%	-13	1%	-9%	-4.5

(next part)
SMILES	WRN inhibitor	PI5P4K alpha inh	GLP1R inv ag	D3 antag	GLP1R cytotox	D3 ag	GLP-1R agonist	PLK1 PBD block	IL-2 act
COc1ccc(C(=O)N/N=C(\C)CC(=O)Nc2ccc3ccccc3c2)c(OC)c1	-24%	1	-27%	-28	0%	3	-7%	3%	0.9
Cc1ccc(CNC(=O)c2ccc(CS(=O)(=O)c3ccccc3)o2)cc1	-3%	2	?	-19	7%	-14	-1%	-7%	3.8
O=C1CCN(CCc2ccccc2)CCN1[C@H](CO)Cc1ccccc1	11%	-10	-21%	0	10%	0	4%	-10%	0.9
Cc1ccc(S(=O)(=O)N2CCOCC2)cc1C(=O)OCC(=O)Nc1ccc(Cl)cn1	11%	-7	?	3	-1%	-1	3%	-1%	4.0
CCc1ccc2c(c1)cc(CN(C(=S)Nc1ccccc1)C1CC1)c1nnnn12	8%	/	7%	-10	1%	-18	-3%	-6%	-3.1
O=S(=O)(c1ccc(N2CCOCC2)nc1)N(Cc1ccccn1)Cc1ccccn1	-4%	0	4%	-20	-8%	-10	10%	-13%	-4.0
O=C(O)Cc1ccc(Nc2cnn(C34CC5CC(CC(CC(=O)O)(C5)C3)C4)c(=O)c2Cl)cc1	2%	-3	-5%	-2	-10%	10	0%	-3%	3.8
O=C1Nc2ccccc2N=C(c2ccccc2)c2ccccc21	-3%	0	?	-1	4%	-2	5%	11%	-1.7
COc1ccc(C)cc1NC(=O)CSc1nnc(COc2ccccc2)n1Cc1ccco1	-13%	0	?	-11	-21%	-4	-1%	-15%	-1.5
Cc1nnc(SC(=O)N2c3ccccc3Sc3ccccc32)s1	-33%[57.1 µM]	/	?	?	?	-16	-9%	-19%	-2.7
CCOC(=O)c1sc(NC(=O)C(CC)Sc2nnc3c4ccccc4n(C(C)C)c3n2)nc1C (stereo unspecified)	-11%	6	21%	13	4%	9	3%	-5%	-1.4
CCn1c(CN2CCN(C(c3ccccc3)c3ccccc3)CC2)nc2c1c(=O)n(C)c(=O)n2C	0%[57.1 µM]	1	?	7	0%	0	14%	-11%	-0.8
O=C1c2ccsc2SCCN1Cc1ccc(Cl)cc1	-9%	1	-30%	1	-8%	1	1%	1%	-0.1
CC(Cc1nnc(N)s1)c1ccccc1 (stereo unspecified)	-7%	-5	-15%	-8	7%	-8	4%	?	-2.6
OCCCNc1nc(-c2ccccc2)nc2c1oc1ccccc12	?	4	?	7	5%	-19	6%	-8%	-3.7
O=C(CNC(=O)c1cccc(F)c1)N/N=C/c1cc(Br)ccc1OC(=O)/C=C/c1ccco1	-23%	-2	?	-25	?	-7	-2%	-9%	-0.8
CS(=O)(=O)N(Cc1ccc(Cl)cc1)c1ccc(C(=O)N2CCN(c3ccccc3)CC2)cc1	-7%	-5	?	-17	-18%	3	-4%	-1%	0.8
CCN(CC)CCN(Cc1cc2ccc(C)cc2[nH]c1=O)C(=O)NC1CCCCC1	-1%	10	0%	-13	6%	-17	11%	-11%	0.7
O=C1C(=O)N(CCCN2CCOCC2)C(c2ccc(Cl)cc2)/C1=C(\O)c1ccc2c(c1)OCCO2 (stereo unspecified)	2%	-12	13%	7	0%	-5	0%	24µM*	0.5
CC(C)c1ccc(CNC(=O)C(=O)NCC2CCCO2)cc1 (stereo unspecified)	7%	-6	-25%	-6	0%	3	3%	-8%	0.4
C=CCn1c(COc2cccc3ccc(C)nc23)nnc1SCC(N)=O	-4%	1	-14%	18	-6%	0	22%	0%	1.0
CCCCN(C(=O)c1ccc(C)c(S(=O)(=O)N2CCOCC2)c1)c1c(N)n(CC(C)C)c(=O)[nH]c1=O	2%	-7	7%	-12	-9%	-3	-13%	-11%	0.2

Four entries from above, set out differently:
O=C1Nc2ccccc2N=C(c2ccccc2)c2ccccc21
  WRN inhibitor: -3%
  PI5P4K alpha inh: 0
  GLP1R inv ag: ?
  D3 antag: -1
  GLP1R cytotox: 4%
  D3 ag: -2
  GLP-1R agonist: 5%
  PLK1 PBD block: 11%
  IL-2 act: -1.7
COc1ccc(C)cc1NC(=O)CSc1nnc(COc2ccccc2)n1Cc1ccco1
  WRN inhibitor: -13%
  PI5P4K alpha inh: 0
  GLP1R inv ag: ?
  D3 antag: -11
  GLP1R cytotox: -21%
  D3 ag: -4
  GLP-1R agonist: -1%
  PLK1 PBD block: -15%
  IL-2 act: -1.5
Cc1nnc(SC(=O)N2c3ccccc3Sc3ccccc32)s1
  WRN inhibitor: -33%[57.1 µM]
  PI5P4K alpha inh: /
  GLP1R inv ag: ?
  D3 antag: ?
  GLP1R cytotox: ?
  D3 ag: -16
  GLP-1R agonist: -9%
  PLK1 PBD block: -19%
  IL-2 act: -2.7
CCOC(=O)c1sc(NC(=O)C(CC)Sc2nnc3c4ccccc4n(C(C)C)c3n2)nc1C (stereo unspecified)
  WRN inhibitor: -11%
  PI5P4K alpha inh: 6
  GLP1R inv ag: 21%
  D3 antag: 13
  GLP1R cytotox: 4%
  D3 ag: 9
  GLP-1R agonist: 3%
  PLK1 PBD block: -5%
  IL-2 act: -1.4
